DAT uptake mod – changed human dopamine transporter uptake under cocaine IC80; Q01959; LLC-PK1 hDAT cells, [14C]-dopamine uptake with cocaine IC80; actives deviate in either direction; B-score at 10 µM; actives 1.3% (n = 110,000); AID 449768;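 active means Z score or B-score, a plate-position-corrected score, falls beyond the plate's 99.7% confidence bounds, in either direction; inactive means both scores lie inside the 99.7% bounds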;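 further: scored against the spread of the other compound wells on the same plate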
F-actin modifier – alters cytoskeleton assembly in HUVEC cells. inhibition, % at 2 µM. actives 0.18% (n = 91,000). HUVEC TNFa F-actin phalloidin imaging, high content;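 active means inhibition above the batch mean plus 3 SD and confirmed as a hit by visual image inspection, cut at about 30% in these data, passing the limit was not always enough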; further: strong numbers were not always called active
HUVEC tox IL1B – toxic to HUVEC cells under IL-1B stimulation | HUVEC cell count loss, Hoechst imaging, IL-1B stimulated | cell count reduction, % at 2 µM | actives 0.41% (n = 94,000);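 active means cell count reduction more than 3 SD above the screen-wide mean, cut at about 70% in these data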;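 further: normalized per plate to untreated control cells as the no-loss baseline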
VCAM1 TNFa inh – reduces TNF alpha induced VCAM1 expression in HUVEC; HUVEC TNFa-induced VCAM-1 immunofluorescence, high-content imaging; AID 802; inhibition, % at 2 µM; actives 0.48% (n = 95,000);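 active means inhibition above the batch mean plus 3 SD, with images confirmed as a hit by eye, cut at about 37% in these data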;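 further: 0% = TNF-stimulated DMSO wells and 100% = unstimulated control wells; not every result past the cut was called active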
sEH inhibitor – inhibitors of human soluble epoxide hydrolase. actives 0.34% (n = 91,000). inhibition, % at 2 µM. recombinant human sEH enzymatic activity assay; in the data active means inhibition above about 80%; further: values of inactives mirror those of a sister screen read the other way; many of its hits are not listed in these tables
Target sequence (P34913 whole entry, looked up): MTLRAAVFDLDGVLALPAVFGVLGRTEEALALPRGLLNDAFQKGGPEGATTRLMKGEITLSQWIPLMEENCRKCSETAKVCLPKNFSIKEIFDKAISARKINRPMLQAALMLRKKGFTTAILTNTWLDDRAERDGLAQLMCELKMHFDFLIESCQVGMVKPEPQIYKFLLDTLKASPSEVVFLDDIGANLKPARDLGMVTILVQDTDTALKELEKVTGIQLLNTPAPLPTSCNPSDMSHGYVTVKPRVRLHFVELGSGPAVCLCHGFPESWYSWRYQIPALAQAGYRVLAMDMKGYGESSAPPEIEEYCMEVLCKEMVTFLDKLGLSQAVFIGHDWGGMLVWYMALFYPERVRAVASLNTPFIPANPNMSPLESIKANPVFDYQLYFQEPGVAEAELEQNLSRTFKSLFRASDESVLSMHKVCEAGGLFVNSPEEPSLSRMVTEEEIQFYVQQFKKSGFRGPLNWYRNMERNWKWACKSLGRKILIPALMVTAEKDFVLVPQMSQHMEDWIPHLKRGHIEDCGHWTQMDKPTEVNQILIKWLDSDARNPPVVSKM
Plk1 PBD FP – Plk1 (human) PBD binding inhibition; Plk1 PBD phosphopeptide binding, fluorescence polarization; inhibition, %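 (tested at about 20 µM)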; actives 0.13% (n = 97,000); AID 693; in the data active means inhibition above about 34%, passing the limit was not always enough
HUVEC tox TNFa – toxic to HUVEC cells under TNF alpha stimulation; HUVEC TNFalpha-stimulated, Hoechst cell count, imaging; cell count reduction, % at 2 µM; actives 0.17% (n = 93,000); AID 848;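 active means cell count reduction exceeding the screen mean by over 5 SD, scaled to untreated wells per plate, cut at about 78% in these data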;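 further: cells counted after 24 h of TNF alpha exposure following the 1 h pretreatment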
E coli WT exp – blocks growth of wild type E. coli BW25113. actives 0.15% (n = 98,000). growth inhibition, % at 100 µM. AID 710. OD600 absorbance;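 active means growth inhibition above about 50% at one test dose, limit read from the data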;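 further: growth measured after 20 h incubation at 37 °C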
PLK1 kinase inh – inhibitors of human PLK1 kinase | P53350 | recombinant PLK1 kinase, TR-FRET peptide phosphorylation | inhibition, % at 10 µM | actives 0.53% (n = 97,000) | AID 619;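 active means inhibition of 50% or more in the single-concentration screen; inactive means inhibition below 50%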;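 further: 0% = DMSO max control and 100% = H-89 dihydrochloride min control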
* hit, by the source's call; . = no result given.

SMILES	DAT uptake mod	F-actin modifier	HUVEC tox IL1B	VCAM1 TNFa inh	sEH inhibitor	Plk1 PBD FP	HUVEC tox TNFa	E coli WT exp	PLK1 kinase inh
COc1ccc(-c2[nH]ncc2Oc2ccccc2OC)c(O)c1	0.94	24	-29	6	5	1	-8	8	9
CC1(C)CC(=O)C(C=NCC2CCNCC2)=C(O)C1	-1.2	-12	-7	17	5	16	-6	-5	-2
COc1ccc(/C=N/n2c(C)nnc2C)c(OC)c1OC	0.27	-22	9	3	.	4	-26	2	1
COc1ccc2nc(NC(=O)CNS(=O)(=O)c3cccs3)sc2c1	0.24	.	-17	17	1	0	-20	-3	6
O=C(Oc1ccc(=O)n(-c2ccccc2)n1)c1ccccc1	-0.17	-60	-21	12	10	-3	0	-27	-11
COc1ccc(NC(=S)N2CCN(C/C=C/c3ccccc3)CC2)cc1OC	0.15	-4	-22	-5	4	-16	-11	4	-8
CCOc1cc(-c2cc(-c3ccc(N)cc3)nc(N)c2C#N)ccc1O	-0.71	3	-20	-4	4	34	-43	5	-2
O=C(Cn1cnc2ccccc2c1=O)NCCC(=O)N1CCN(c2ccccc2)CC1	-1.1	-3	-25	15	10	3	-1	0	-10
COc1cc(NC(=O)CSCc2cnn(-c3ccccc3)c2-n2cccc2)cc(OC)c1	0.59	-8	-7	-9	5	-2	10	-46	-9
CC(=O)CSc1nnc(-c2ccc3c(c2)OCO3)o1	-1.8	-30	22	6	13	15	5	.	-6
Cc1noc(C)c1S(=O)(=O)N1CCCC(C(=O)NCCc2ccc(Cl)cc2)C1 (stereo unspecified)	0.53	4	4	2	52	-2	.	0	-6
Cn1c(=O)cc(SCC(=O)Nc2cccnc2)c2ccccc21	-0.6	-41	-29	-14	.	17	-10	-1	-3
Cc1nc(SCC(=O)c2ccccc2)n[nH]1	0.73	1	-34	16	-11	15	-16	3	-12
COc1ccc(Cc2nnc(Nc3ccc(C)cc3C)[nH]c2=O)cc1	0.35	.	-43	-10	1	-12	-16	-9	-5
CCOc1ccc(OCC(=O)c2c(O)c3ccccc3oc2=O)cc1	0.27	-44	14	8	2	-20	-23	-6	-12
CCOC(=O)c1[nH]c2ccccc2c1NC(=O)CCN1CC(C)OC(C)C1 (stereo unspecified)	-0.38	-7	.	10	0	17	-2	1	-5

Six of the compounds above, with two lines to a compound.
Results follow in this order: DAT uptake mod, F-actin modifier, HUVEC tox IL1B, VCAM1 TNFa inh, sEH inhibitor, Plk1 PBD FP, HUVEC tox TNFa, E coli WT exp, PLK1 kinase inh
- CC(=O)CSc1nnc(-c2ccc3c(c2)OCO3)o1
 : -1.8, -30, 22, 6, 13, 15, 5, ., -6
- Cc1noc(C)c1S(=O)(=O)N1CCCC(C(=O)NCCc2ccc(Cl)cc2)C1 (stereo unspecified)
 : 0.53, 4, 4, 2, 52, -2, ., 0, -6
- Cn1c(=O)cc(SCC(=O)Nc2cccnc2)c2ccccc21
 : -0.6, -41, -29, -14, ., 17, -10, -1, -3
- Cc1nc(SCC(=O)c2ccccc2)n[nH]1
 : 0.73, 1, -34, 16, -11, 15, -16, 3, -12
- COc1ccc(Cc2nnc(Nc3ccc(C)cc3C)[nH]c2=O)cc1
 : 0.35, ., -43, -10, 1, -12, -16, -9, -5
- CCOc1ccc(OCC(=O)c2c(O)c3ccccc3oc2=O)cc1
 : 0.27, -44, 14, 8, 2, -20, -23, -6, -12

Further compounds.
SMILES	DAT uptake mod	F-actin modifier	HUVEC tox IL1B	VCAM1 TNFa inh	sEH inhibitor	Plk1 PBD FP	HUVEC tox TNFa	E coli WT exp	PLK1 kinase inh
O=C(Cc1cccs1)N1CCC(c2nc3c(nnn3Cc3ccccc3Cl)c(=O)[nH]2)CC1	0.88	35	23	14	13	-8	-18	-7	-1
O=C(c1coc(=O)c2ccccc12)N1CCN(Cc2ccccc2)CC1	-0.52	-11	-20	-5	4	8	-19	1	-7
COc1cccc(C2c3c(oc4ccc(F)cc4c3=O)C(=O)N2CCN2CCOCC2)c1OC (stereo unspecified)	-1.4	-23	6	-6	-2	-1	36	-8	-2
CCC(C)C(NC(=O)C(C)NC(=O)CNC(=O)CNC(=O)OCc1ccccc1)C(=O)OC (stereo unspecified)	-0.4	5	-46	0	-1	1	.	.	-8
Cc1ccc(SCCCn2cnc3ccccc3c2=O)cc1	1.1	-11	-20	4	39	-12	-9	11	-5
Cc1cc(=O)oc(C)c1C(=O)Nc1cccc2ccccc12	-0.69	-1	3	-3	-2	21	-17	6	-7
Cc1cc2c(ncn2C)c(NS(=O)(=O)c2cc(Cl)ccc2Cl)c1C	0.0048	28	-54	13	5	-16	-27	-3	-7
O=C(O)c1ccc(CSc2n[nH]c(-c3ccco3)n2)cc1	-0.62	-4	29	10	-16	-4	15	-11	1

2 compounds from above, showing only HUVEC tox TNFa.
Compound,HUVEC tox TNFa
Cc1cc(=O)oc(C)c1C(=O)Nc1cccc2ccccc12,-17
Cc1cc2c(ncn2C)c(NS(=O)(=O)c2cc(Cl)ccc2Cl)c1C,-27

Continuation.
SMILES	DAT uptake mod	F-actin modifier	HUVEC tox IL1B	VCAM1 TNFa inh	sEH inhibitor	Plk1 PBD FP	HUVEC tox TNFa	E coli WT exp	PLK1 kinase inh
CCCC(=O)Nc1cc(OC)c(OC)cc1C(=O)O	-0.25	4	-6	19	-6	-11	2	-3	-15
CC(OC(=O)Cc1coc2cc3c(cc12)CCC3)C(=O)NCc1ccc2c(c1)OCO2 (stereo unspecified)	-0.087	2	2	1	1	10	-6	5	-2
CCCOCCOC(=O)C1=C(C)NC(=O)NC1c1cc(Cl)c(O)c(OC)c1 (stereo unspecified)	-0.66	-3	-3	9	.	-12	-9	-1	-3
COC(=O)c1cc(Br)c(=O)n(-c2cccc(F)c2)c1	1.5	-19	5	-10	-2	-11	-4	-1	-15
COc1ccc(N2CCN(CCCNS(=O)(=O)c3ccc4c(c3)oc(=O)n4C)CC2)cc1	-0.13	-2	33	4	7	-30	-4	10	-3
Cc1onc(-c2ccccc2)c1C(=O)N1CCc2ccccc21	-0.026	6	18	10	-3	-29	-1	4	-5
COc1ccccc1C(c1nnnn1C(C)(C)C)N1CCN(C(=O)c2ccco2)CC1 (stereo unspecified)	1.1	1	12	-8	-10	1	-22	5	-14
C#CCn1c(=NC(=O)CN2C(=O)CCC2=O)sc2cccc(C)c21	0.44	.	.	.	.	-39	.	-2	62*
CN(c1cccc(NC(=O)Cc2ccccc2)c1)S(C)(=O)=O	1.5	1	-1	-22	-3	8	-1	3	-9
O=C(NNc1nc2ccccc2nc1C(F)(F)F)c1ccccc1	0.3	-4	-12	10	9	-3	14	1	-11
S=c1[nH]nc(-c2cccnc2)n1-c1ccccc1	-0.0017	-2	25	21	2	11	-2	.	-16
Cc1cc2nnn(-c3nnc(-c4ccccc4)c4ccccc34)c2cc1C	0.19	5	-18	-15	7	-12	19	-3	-10
Cc1ccc(S(=O)(=O)N2CCN(C(=O)Cc3ccccc3)CC2)cc1	-1	-4	-12	-3	-9	18	-2	5	-9
COc1cc(C(=O)OCCN2CCCCC2)ccc1O	0.51	11	-44	2	7	-23	-48	6	-9
Cc1cc2c(s1)c1cnn(Cc3ccccc3F)c(=O)c1n2C	-0.1	13	-30	10	-3	0	-10	-3	-26
Cc1nn(-c2nc3ccccc3[nH]2)c(N)c1-c1ccccc1	0.94	-6	-24	0	3	15	-14	.	-11
CCOCCn1cnc2sc(C(=O)Nc3nc(C)c(C(=O)OCC)s3)c(C)c2c1=O	0.97	1	18	-3	10	-17	-16	.	-54
CCN(C1CCCCC1)S(=O)(=O)c1cn(C)c(=O)n(C)c1=O	0.87	6	-44	2	-10	-2	7	0	-5
O=C(CCc1ccccc1)N1CCN(CCO)CC1	-1.4	.	.	.	.	21	.	3	74*
COc1ccccc1N(CC(=O)NCc1ccccc1)C(=O)CCC(=O)Nc1ccccn1	0.34	9	-26	21	1	-9	-24	.	-9
CCC(Sc1nc2ccccc2s1)C(=O)Nc1nnc(C)s1 (stereo unspecified)	-0.098	-8	-13	2	-3	6	-10	5	-5
COC(=O)c1ccc(S(=O)(=O)N2C3CCC2CC(NC(=O)NC2CCCCC2)C3)cc1 (stereo unspecified)	.	-5	6	13	98*	2	-5	-7	-4
Cc1nc(S/C(=C\c2ccc(OCc3ccccc3Cl)cc2)C(=O)O)n[nH]1	1.1	0	18	5	-5	13	8	-3	-10
CC(C)CC(=O)N1CCN(S(=O)(=O)c2ccc3ccccc3c2)CC1	0.39	.	4	-1	-16	2	10	-12	-6
O=C(Nc1ccccc1C(=O)N/N=C/c1ccco1)c1ccccc1Cl	.	5	25	7	-3	10	7	-2	-6
Cc1ccc2nc(C(C)O)[nH]c2c1 (stereo unspecified)	0.42	-20	-25	7	-5	-12	-6	1	-10
O=C(NC(=S)N(Cc1ccccc1)Cc1ccccc1)c1ccccc1F	1.1	18	-19	-6	12	-21	-26	-13	0
CCCCCCn1c(N2CCC(C(N)=O)CC2)nc2c1c(=O)[nH]c(=O)n2C	-0.36	-32	3	5	-4	1	-40	5	10
O=C(NNc1ccccc1[N+](=O)[O-])Nc1ccccc1	-2	-9	5	-2	10	-9	-18	10	-3
CC(C)(C)NC(=O)c1nc2ccccc2s1	-0.17	-28	.	-9	-15	9	-5	6	-3

Assay outcomes as filed in PubChem.
